TRPV1 ag: HTS Assay for Compounds that Act as Agonists of the Vanilloid Receptor 1. Transient receptor potential cation channel subfamily V member 1 (Homo sapiens), Q8NER1. TRPV1-expressing cells, Fluo-8 calcium influx, agonist mode. activation, % at 8.33 µM. 320,000 compounds, 0.19% hits; in the data active means activation above about 80%; inconclusive means between about 30% and that limit; further: 0% is about no effect
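Cells expressing TRPV1 were dye-loaded with Fluo-8 and read kinetically: 10 s baseline, 3 min after compound (agonist portion), then 2 min after EC20 capsaicin (allosteric enhancer portion). Calcium-bound dye fluorescence at 480/520 nm.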
B2AR arrestin: qHTS assay of beta-arrestin-biased ligands of beta2-adrenergic receptor. Potency, µM (series often up to 46.1 µM), for inactives: at the top dose activation, usual class: activators. 330,000 compounds, 0.02% hits. beta-arrestin recruitment to beta2AR, cell-based reporter. Beta-2 adrenergic receptor (Homo sapiens), P07550;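 further: potency means the concentration at half of the fitted maximal effect; 0% = DMSO controls and full agonism = EC100 isoproterenol or metaproterenol; nearly all actives have a fitted effect of over 65% in size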
Target sequence (P07550 whole entry, looked up): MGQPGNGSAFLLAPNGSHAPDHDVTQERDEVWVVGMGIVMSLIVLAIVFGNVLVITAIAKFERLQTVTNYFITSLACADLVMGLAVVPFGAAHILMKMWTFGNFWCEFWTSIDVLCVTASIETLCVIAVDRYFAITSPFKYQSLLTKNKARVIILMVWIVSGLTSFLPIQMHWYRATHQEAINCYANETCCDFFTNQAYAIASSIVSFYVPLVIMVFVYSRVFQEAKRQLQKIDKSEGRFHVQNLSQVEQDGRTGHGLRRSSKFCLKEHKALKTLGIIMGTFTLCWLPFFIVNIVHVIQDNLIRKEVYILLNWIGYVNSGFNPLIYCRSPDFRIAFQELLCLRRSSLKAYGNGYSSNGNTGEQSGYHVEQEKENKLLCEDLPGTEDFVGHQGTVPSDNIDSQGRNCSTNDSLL
S-ASM inh: Inhibitors of Secretory Acid Sphingomyelinase (S-ASM): qHTS; Potency, µM (highest dose often 57.5 µM), for inactives: top-dose activity change, negative = inhibition, hits mostly inhibitors; 340,000 compounds, 0.006% hits; AID 504937, 2011; placental ASM, HMU-PC fluorogenic substrate, 60 min; further: potency means the concentration at half of the fitted maximal effect
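Steps: dispense placental human ASM, pin compound, wait 10 min at room temperature, add HMU-PC0 substrate at 9 uM final, incubate 60 min at 37 °C, add stop solution raising pH to 10, read fluorescence.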
a7 integrin act: qHTS for Activators of Integrin-Mediated Alleviation for Muscular Dystrophy; alpha7betagal myoblasts, beta-gal FDG fluorescence, 48 h; Potency, µM (top dose mostly 38.3 µM), without a hit: at the highest dose activation, hits mostly activators; 350,000 compounds, 0.064% hits; AID 624291, 2012;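 further: potency means the concentration at half of the fitted maximal effect; 100% = response of the positive control SU9516; nearly all actives have a fitted effect of over 60% in size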
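Alpha7betagal+/- myoblasts (passage 13) were plated 16-24 hr, then exposed to compounds (1:260 dilution of DMSO stock) for 48 hours at 37C. After MPER lysis, β-galactosidase reporter activity was read as FDG fluorescence (ex 480/em 540) after 30 minutes.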
p53 reactivator: qHTS assay for re-activators of p53 using a Luc reporter | Potency, µM (top dose mostly 92.2 µM), without a hit: top-dose activity change, positive = activation, hits mostly activators | H1299 p53-A138V BP100-luciferase reporter, luminescence, 24 h | 320,000 compounds, 0.063% hits; further: potency means the concentration at half of the fitted maximal effect; % of control where 0% means no effect; nearly all actives have a fitted effect of over 45% in size
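H1299 (p53-null), stable ts p53-A138V + BP100-Luc; 1000 cells/well, Opti-MEM/10% FBS; cpd 4 pt, 1:5; 24 h, 37 deg C, 5% CO2; detection reagent 10 min RT; luminescence.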
BRCA1 expr act: qHTS Assay to Identify Small Molecule Activators of BRCA1 Expression | 380,000 compounds, 1.1% hits | Potency, µM (doses to about 46.1 µM), for inactives: at the top dose activation, hits mostly activators | MCF7-BRCA1-FFLuc reporter, luminescence, 48 h; response scale: scaled: vehicle 0%, 10 µM genistein 100%; further: potency means the concentration at half of the fitted maximal effect; nearly all actives have a fitted effect of over 80% in size; some results filed as inactive show a strong effect at the top dose
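Using MCF7 cells harboring a BRCA1 firefly luciferase reporter, plated 2 h before compound pinning, the screen measured luminescence after 48 h incubation. Responses were normalized to DMSO and 10 microM genistein, then fitted for concentration-effect.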
ELG1 genotox: qHTS screen for small molecules that induce genotoxicity in human embryonic kidney (HEK293T) cells expressing luciferase-tagged ELG1; HEK293T ELG1-luciferase reporter, luminescence, 16 h; Potency, µM (series often up to 46 µM), inactives show at the highest dose activity change, positive = activation, most hits filed as activators; 330,000 compounds, 1.3% hits; AID 504466, 2011; further: potency means the concentration at half of the fitted maximal effect; % of control where 0% means no effect; nearly all actives have a fitted effect of over 60% in size
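Cells (2,000/well) expressing the ELG1-luciferase fusion are dosed by pin tool and kept 16 hr at 37 °C, 5% CO2. Signal comes from ONE-Glo luciferase reagent after 30 min at room temperature.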
uPA surface inh: qHTS for Inhibitors of Cell Surface uPA Generation; cell surface uPA generation assay, qHTS; Potency, µM (titrated, usually from 38.3 µM), without a hit: at the top dose activity change, negative = inhibition, usual class: inhibitors; 330,000 compounds, 0.31% hits; active means well fitted inhibition curve with a large enough effect; inconclusive means small, poorly fitted or top-dose-only effect; inactive means no such curve, though single readings can be large or run the other way; tested in mouse RAW 264.7 cells; further: potency means the concentration at half of the fitted maximal effect; on the % scale 0 is the no-effect control and ±100 the full control effect; nearly all actives have a fitted effect of over 55% in size
Eya2 phos inh: qHTS Assay for Inhibitors of the Phosphatase Activity of Eya2 | Protein phosphatase EYA2 (Homo sapiens), O00167 | recombinant Eya2, OMFP fluorescence dephosphorylation (OMFP is methylfluorescein phosphate) | Potency, µM (doses to about 76.9 µM), for the others: top-dose activity, negative = inhibition, hits mostly inhibitors | 330,000 compounds, 0.006% hits; further: potency means the concentration at half of the fitted maximal effect; on the % scale 0 is the no-effect control and ±100 the full control effect
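Eya2 (0.2 uM) preincubated 10 min at ambient with compound, then OMFP substrate added at 50 uM; 10 min reaction in 50 mM HEPES pH 7.5, 50 mM NaCl, 5 uM MgCl2, 0.05% BSA, 1 mM DTT. Fluorescence read at Ex 485/Em 525 nm.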
TSG101-PTAP inh: qHTS Assay for Iinhibitors of HIV-1 Budding by Blocking the Interaction of PTAP/TSG101. Tumor susceptibility gene 101 protein (Homo sapiens), Q99816. Fluorescence polarization, FITC-PTAP peptide / Tsg101 binding. Potency, µM (series often up to 115 µM), for the others: at the top dose activity change, negative = inhibition, most hits filed as inhibitors. 340,000 tested, under 10 active; active means well fitted inhibition curve with a large enough effect in the main read-out, with a control signal flat, not every such curve was filed as active; inconclusive means small, poorly fitted or top-dose-only effect, or effect the other way, or a change in a side signal; inactive means no such curve, though single readings can be large or run the other way; further: potency means the concentration at half of the fitted maximal effect; % of control where 0% means no effect
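Fluorescence anisotropy tracks displacement of a FITC-tagged PTAP peptide (50 nM) from the Tsg101 binding domain (10 uM), following a 20 min room-temperature incubation at pH 7.5.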
USP2a inh: qHTS Assay for Inhibitors of Ubiquitin-specific Protease USP2a Using CHOP2 as the Reporter. USP2 core, Ub-CHOP2 coupled fluorogenic reporter, 485/531. Potency, µM (titrated, usually from 38.3 µM), without a hit: at the top dose activity change, negative = inhibition, most hits filed as inhibitors. 330,000 compounds, 0.01% hits. AID 463254, 2010;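 further: potency means the concentration at half of the fitted maximal effect; plate controls were DMSO wells for no effect and full inhibition by NEM control for full effect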
Target sequence (O75604 whole entry, looked up): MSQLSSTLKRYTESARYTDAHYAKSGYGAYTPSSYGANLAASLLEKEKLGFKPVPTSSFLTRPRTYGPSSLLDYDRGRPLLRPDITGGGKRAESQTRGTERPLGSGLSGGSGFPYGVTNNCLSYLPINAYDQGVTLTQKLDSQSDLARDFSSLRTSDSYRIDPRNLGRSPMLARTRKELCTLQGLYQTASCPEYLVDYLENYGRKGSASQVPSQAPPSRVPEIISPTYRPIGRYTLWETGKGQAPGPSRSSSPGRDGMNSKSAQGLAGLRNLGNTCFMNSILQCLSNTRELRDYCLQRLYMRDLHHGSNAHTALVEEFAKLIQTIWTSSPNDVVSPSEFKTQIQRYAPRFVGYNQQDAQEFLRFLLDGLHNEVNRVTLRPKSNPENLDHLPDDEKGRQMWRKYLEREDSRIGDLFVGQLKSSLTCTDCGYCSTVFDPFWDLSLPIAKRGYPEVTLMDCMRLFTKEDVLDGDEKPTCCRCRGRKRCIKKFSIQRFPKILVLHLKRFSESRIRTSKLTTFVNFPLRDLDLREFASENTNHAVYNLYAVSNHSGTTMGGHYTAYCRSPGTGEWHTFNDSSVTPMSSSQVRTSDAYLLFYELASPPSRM
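Cell-free coupled assay: 10nM USP2 core preincubated 30min RT with compound in Tris-HCl pH 8.0/CaCl2/CHAPS buffer, then 25nM Ub-CHOP2 and 25nM reporter substrate; fluorescence (Ex 485/Em 531) read after 60min RT, normalized to NEM inhibition, concentration-response curves fitted.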
* marks the source's active call; other numbers are inactive results; ? = inconclusive; . = no result given; [ ] = remark or other dose. Unless noted, the call rests on the fitted dose curve; in most records, active means well fitted curve in the direction sought with a large enough effect; inconclusive means small, poorly fitted or top-dose-only effect, or another doubt; inactive means no such curve, though single readings can be large; an effect the other way counts as inactive or inconclusive.

| item | smiles | a7 integrin act | BRCA1 expr act | TRPV1 ag | uPA surface inh | TSG101-PTAP inh | p53 reactivator | S-ASM inh | B2AR arrestin | Eya2 phos inh | ELG1 genotox | USP2a inh |
| --- | --- | --- | --- | --- | --- | --- | --- | --- | --- | --- | --- | --- |
| 1 | CCC1CCc2c(sc3nc(SCC(=O)NCc4ccco4)n(-c4ccccc4)c(=O)c23)C1 (configuration not stated) | 0% | -37% | 6 | 3% | -4% | -2% | 0% | -0.3% | 3% | ? | 1% |
| 2 | CCOc1ncccc1C(=O)Nc1ccccc1F | -3% | 0% | 11 | -8% | -7% | 2% | 0% | -0.6% | -5% | -1% | 0% |
| 3 | O=C(Nc1cccc(-c2nc3ccccc3[nH]2)c1)c1ccc(C(=O)Nc2cccc(-c3nc4ccccc4[nH]3)c2)cc1 | ? | 72% | -9 | -4% | 4% | 6% | 10% | 0.3% | ? | 8% | -6% |
| 4 | Clc1ccc(-c2ccc(C=Nc3ccc(N4CCOCC4)cc3)o2)cc1 | -6% | 1% | -1 | -3% | -8% | 2% | 3% | -2.0% | 0% | 0% | 2% |
| 5 | COc1ccc(CNCc2ccc3ccccc3c2)c(OC)c1 | -53%[inhibitor] | -28% | 9 | -2% | 1% | -39%[inhibitor] | -10% | 0.0% | 1% | -4% | 0% |
| 6 | Cc1ccccc1OCCSc1nnc(-c2ccncc2)n1C | 15% | -24% | 3 | . | -13% | -3% | 5% | -0.2% | 0% | 6% | 3% |
| 7 | O=C(N/N=C/c1cccc(NC(=O)c2ccc(Cl)cc2)c1)c1ccc(O)cc1 | -38% | 3% | -2 | ? | 1% | 15% | -5% | -0.6% | -13% | -2% | -2% |
| 8 | O=C(COC(=O)c1ccco1)c1ccc(S(=O)(=O)N2CCCCC2)cc1 | 35% | 15% | 12 | -1% | -4% | -3% | -2% | 0.7% | -2% | 0% | 1% |
| 9 | NC(=O)c1ncn([C@@H]2O[C@H](CNCc3cnc(N4CCOCC4)s3)[C@@H](O)[C@H]2O)n1 | 17% | 4% | . | 4% | 0% | . | -4% | . | . | . | . |
| 10 | COc1cccc(OC(=O)c2ccccc2)c1OC(=O)c1ccccc1 | -23% | -61% | . | -6% | -1% | . | -5% | . | . | . | . |
| 11 | CCOc1ncccc1C(=O)N(CC)CC(=O)NCc1ccc(F)cc1 | -5% | 0% | -2 | 3% | -3% | -2% | 5% | -0.2% | 13% | -6% | -1% |
| 12 | CNC(=O)CSc1nnc(COc2ccc([N+](=O)[O-])cc2)n1C | 3% | 7% | 0 | 0% | -1% | -1% | 3% | -0.2% | -17% | -2% | 0% |
| 13 | CC(=O)OCC1OC(n2cc(F)c(=O)[nH]c2=O)C(OC(C)=O)C1OC(C)=O (configuration not stated) | -40% | -2% | . | ? | -3% | . | 0% | . | . | . | . |
| 14 | CC(C)(C)OC(=O)N1CCN(CCNC(=O)c2ccccc2)CC1 | 10% | 16% | 10 | 6% | -2% | 1% | 1% | -0.3% | -16% | -6% | -2% |
| 15 | O=C(COC(=O)C12CC3CC(CC(C3)C1)C2)Nc1ccccc1F | -11% | -8% | ? | 1% | -1% | 24% | -2% | 0.1% | 7% | 5% | 5% |
| 16 | CC(C)(C)OC(=O)C[C@H]1C/C=C\C[C@@H](CC(=O)NCCO)C(=O)N[C@H](C(C)(C)C)COC1=O | 3% | 5% | . | 4% | 4% | 8% | 4% | -0.2% | 9% | 1% | -2% |
| 17 | O=C(c1ccc(F)cc1)N1CCC(C(=O)N2CCN(S(=O)(=O)c3cccc(F)c3)CC2)CC1 | 0% | -13% | -1 | -15% | 0% | 6% | . | 0.0% | -2% | 1% | 2% |
| 18 | Cc1ccc(C(=O)CNc2ccc(Cl)cc2)cc1 | ? | 45% | 28 | 0% | -5% | 12% | 4% | ? | ? | 4% | -8% |
| 19 | COc1ccc(C2CC(c3ccccc3O)=NN2c2ccccc2)cc1 (configuration not stated) | -4% | 0% | . | 1% | -2% | . | . | . | . | . | . |
| 20 | COc1cccc(N2C(=O)c3ccncc3C2=O)c1 | -7% | -9% | 0 | -2% | -4% | 0% | -4% | -0.6% | 15% | 5% | 0% |
| 21 | O=C(NCCn1cccn1)c1ccc(OC2CCN(CCc3ccccc3)CC2)cc1 | -17% | 18% | 2 | 1% | -6% | 6% | 7% | -1.0% | 3% | 7% | 4% |
| 22 | CCCCC(c1nnnn1CS(=O)(=O)c1ccc(C)cc1)N1CCN(C)CC1 (configuration not stated) | 24% | 2% | 15 | -1% | -3% | -3% | -3% | -0.1% | -5% | -8% | 0% |
| 23 | O=C(NNS(=O)(=O)c1ccccc1[N+](=O)[O-])c1ccncc1 | -3% | -1% | 3 | 5% | 0% | 6% | 1% | -0.2% | 4% | 1% | 2% |
| 24 | CN(C)c1cccc(N(C)C)c1CNC(=O)NC(=O)c1c(F)cccc1F | 33% | -9% | 15 | 6% | -6% | -2% | 4% | -1.1% | -9% | 0% | -2% |
| 25 | O=c1c2ccc(Cl)cc2[nH]c(=S)n1CCC1=CCCCC1 | 1% | -1% | 11 | -12% | 1% | ? | 0% | 0.1% | -4% | 13% | 4% |
| 26 | Cc1nnc(SCC(=O)NC2CCCCC2)n1N | 9% | -5% | . | 11% | -2% | 3% | -1% | -0.1% | -2% | -1% | 5% |
| 27 | Cc1ccc(Nc2cc(C)c3ccc(O)cc3n2)cc1C | -23% | 68% | 2 | 40%[activator] | 1% | ? | 89%[activator] | 0.4% | 3% | 13% | 2% |
| 28 | Cc1cc(C)n2nc(C(=O)Nc3ccc4c(c3)CCC4)nc2n1 | 2% | 125% | 5 | 1% | 1% | 12% | -3% | 0.1% | -15% | ? | 1% |
| 29 | Cc1ccc(NC(=O)CSc2ncccn2)cc1S(=O)(=O)N1CCOCC1 | 8% | -35% | . | 6% | -5% | 7% | 0% | 0.2% | 4% | -2% | 4% |
| 30 | COc1ccccc1NC(=O)C(C)OC(=O)/C=C/c1ccc2ccccc2n1 (configuration not stated) | -40%[inhibitor] | -48% | 5 | ? | -5% | ? | -3% | -1.1% | 0% | 4% | 0% |
| 31 | COc1cccc(NCc2cc(=O)oc3cc(C)c(C(C)C)cc23)c1 | 8% | -40% | 13 | 2% | -1% | 5% | ? | 0.4% | 11% | -4% | 3% |
| 32 | CCN(C(=O)Cn1nc(C)n2c(cc3cc(C)ccc32)c1=O)c1ccccc1 | 4% | 3% | 14 | -3% | -4% | -6% | -3% | -0.2% | -5% | -1% | 3% |

Among those listed so far, six have fluorine:
| item | smiles | a7 integrin act | BRCA1 expr act | TRPV1 ag | uPA surface inh | TSG101-PTAP inh | p53 reactivator | S-ASM inh | B2AR arrestin | Eya2 phos inh | ELG1 genotox | USP2a inh |
| --- | --- | --- | --- | --- | --- | --- | --- | --- | --- | --- | --- | --- |
| 2 | CCOc1ncccc1C(=O)Nc1ccccc1F | -3% | 0% | 11 | -8% | -7% | 2% | 0% | -0.6% | -5% | -1% | 0% |
| 11 | CCOc1ncccc1C(=O)N(CC)CC(=O)NCc1ccc(F)cc1 | -5% | 0% | -2 | 3% | -3% | -2% | 5% | -0.2% | 13% | -6% | -1% |
| 13 | CC(=O)OCC1OC(n2cc(F)c(=O)[nH]c2=O)C(OC(C)=O)C1OC(C)=O (configuration not stated) | -40% | -2% | . | ? | -3% | . | 0% | . | . | . | . |
| 15 | O=C(COC(=O)C12CC3CC(CC(C3)C1)C2)Nc1ccccc1F | -11% | -8% | ? | 1% | -1% | 24% | -2% | 0.1% | 7% | 5% | 5% |
| 17 | O=C(c1ccc(F)cc1)N1CCC(C(=O)N2CCN(S(=O)(=O)c3cccc(F)c3)CC2)CC1 | 0% | -13% | -1 | -15% | 0% | 6% | . | 0.0% | -2% | 1% | 2% |
| 24 | CN(C)c1cccc(N(C)C)c1CNC(=O)NC(=O)c1c(F)cccc1F | 33% | -9% | 15 | 6% | -6% | -2% | 4% | -1.1% | -9% | 0% | -2% |

Source: PubChem (National Center for Advancing Translational Sciences (NCATS))
